# Screens (PubChem)
# Runt-SMMHC FRET: inhibitors of RUNX1 Runt–CBFb-SMMHC binding, primary screen, biochemical, FRET, Cerulean-Runt, Venus-CBFb-SMMHC, uHTS. Cerulean-Runt/Venus-CBFb-SMMHC FRET ratio 530/480, 1 h. inhibition, % at 20 µM. 220,000 compounds, 0.74% hits;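 active means mean inhibition across duplicate retests at 20 µM reaching about 50%, limit read from the data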;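 further: 0% = DMSO wells and 100% = wells with excess untagged CBFb-SMMHC; inhibitors lower the FRET ratio by blocking Runt binding to CBFb-SMMHC; some results filed as inactive read as strong as hits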
# Target sequence (Q01196 whole entry, looked up): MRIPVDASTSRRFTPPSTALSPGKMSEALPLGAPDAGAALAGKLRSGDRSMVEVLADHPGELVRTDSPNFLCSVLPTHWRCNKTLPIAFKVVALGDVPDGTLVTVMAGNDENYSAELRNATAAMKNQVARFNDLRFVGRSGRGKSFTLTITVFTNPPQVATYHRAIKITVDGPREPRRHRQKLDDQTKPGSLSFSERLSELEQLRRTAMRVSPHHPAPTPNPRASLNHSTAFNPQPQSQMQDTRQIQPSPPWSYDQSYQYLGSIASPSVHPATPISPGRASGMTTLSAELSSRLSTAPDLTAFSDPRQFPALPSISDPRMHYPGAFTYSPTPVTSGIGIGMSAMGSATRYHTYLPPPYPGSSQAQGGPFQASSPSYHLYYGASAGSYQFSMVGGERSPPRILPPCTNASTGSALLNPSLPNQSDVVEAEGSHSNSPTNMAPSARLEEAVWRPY
# Target sequence (Q13951 whole entry, looked up): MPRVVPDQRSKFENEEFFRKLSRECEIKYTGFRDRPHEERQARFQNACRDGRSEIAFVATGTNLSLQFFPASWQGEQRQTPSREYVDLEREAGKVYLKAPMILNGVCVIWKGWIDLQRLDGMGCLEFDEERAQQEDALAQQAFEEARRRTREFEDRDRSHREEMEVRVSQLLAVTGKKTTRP
# TRPML3 agonist: human TRPML3 channel agonists, primary screen, cell-based, HEK293 TRPML3-YFP, Fluo-8 calcium fluorescence, 3 µM; 220,000 compounds, 0.29% hits; activation, % at 3 µM; Mucolipin-3 (Homo sapiens), Q8TDD5; 100% = the carbachol control signal; AID 1448, 2008;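 active means activation above its plate's cutoff, the mean activation of the plate's test wells plus 3 SD, cut at about 12% in these data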;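 further: 0% = DMSO only wells and 100% = carbachol wells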
#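 Test system – HEK293 line with stable expression of human TRPML3-YFP channel · Control set – carbachol 87 µM final as high control (100%), DMSO as low control (0%) · Signal – Fluo-8 calcium dye fluorescence, ex 470-495, em 515-575 nm · Incubation – 1-h 37 °C dye load, 5-s basal, 120-s post-compound reads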
# PPC-1+TRAIL kill: compounds killing PPC-1 cancer cells with TRAIL present, primary screen, TRAIL potentiator project, ATPLite luminescence, uHTS | PPC-1 cells + TRAIL, ATPLite viability luminescence | 220,000 compounds, 0.41% hits | cell killing (% activity), % at 4 µM;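 active means cell killing above 50% in the first pass at 4 µM, then a duplicate retest at 5 µM averaging 50% or more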;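 further: plate controls were cells with TRAIL plus DMSO for no effect and medium-only wells lacking cells for full effect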
# p47phox inh: p47phox/p22phox peptide binding inhibitors, primary screen, biochemical, uHTS, NADPH oxidase regulatory subunit; fluorescence polarization, 2 h; inhibition, % at 24.7 µM; 220,000 compounds, 0.53% hits; AID 1274, 2008;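 active means inhibition above about 30%, limit read from the data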;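 further: 0% = p47phox with labelled peptide and 100% = labelled peptide alone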
# EBV gp42 inh: Epstein-Barr virus gp42 inhibitors, primary screen, biochemical, uHTS, fluorescence polarization | Glycoprotein 42 (Epstein-Barr virus (strain AG876)), Q1HVG2 | Fluorescence polarization binding assay, mP read-out | inhibition, % (tested at 21.74 µM) | 220,000 compounds, 0.42% hits | AID 1085, 2008; in the data active means inhibition above about 50%
# Target sequence (Q1HVG2 whole entry, looked up): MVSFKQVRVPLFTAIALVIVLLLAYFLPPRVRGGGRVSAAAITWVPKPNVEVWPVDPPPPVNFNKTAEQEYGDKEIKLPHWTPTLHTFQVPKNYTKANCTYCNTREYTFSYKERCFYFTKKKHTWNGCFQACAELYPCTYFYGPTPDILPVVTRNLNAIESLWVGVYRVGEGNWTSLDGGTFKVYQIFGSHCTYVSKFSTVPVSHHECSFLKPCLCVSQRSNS
# TRPN1 ag: zebrafish TRPN1 channel agonists, primary screen, cell-based, HEK293, calcium fluorescence; transient receptor potential cation channel N1 (TRPN1/NompC), Danio rerio; HEK293 zebrafish TRPN1-YFP, Fluo-8 calcium fluorescence; 100% = response to 87 µM carbachol; activation, % at 3 µM; 220,000 compounds, 0.18% hits;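 active means activation above its plate's cutoff, the mean activation of test wells on that plate plus 3 SD, cut at about 19% in these data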;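 further: 0% = DMSO alone and 100% = 87 µM carbachol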
#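 Control set: carbachol 87 µM as high control, DMSO as low control; system: HEK293 stable line with zebrafish TRPN1-YFP; read-out: % activation versus carbachol response; detection: intracellular calcium fluorescence with Fluo-8; doses: single test compound dose, 3 µM nominal, 0.3% DMSO; schedule: dye 1 h 37 °C plus 30 min RT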
# MDM2 E3 inh: MDM2-luciferase reporter signal enhancers, primary screen, MDM2 E3 ligase inhibitor project, cell-based, luminescence, 1536-well. cell-based MDM2 ubiquitination luciferase reporter, 2 h; 0 = plate control, 100 = twice control, blank-subtracted. signal enhancement, % at 5 µM. 210,000 compounds, 0.11% hits. AID 1230, 2008;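 active means signal enhancement of 30% or more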;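 further: luminescence tracks abundance of the self-degrading MDM2-luciferase fusion protein; higher signal means inhibition of MDM2 E3 ligase activity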
#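 Assay system: stable mammalian line carrying autodegrading MDM2–luciferase fusion reporter; amount: 2000 cells seeded into each well; buffer or medium: DMEM; benchmarks: plate control and blank wells; signal: luciferase luminescence; timing: 2 h compound exposure at 37 °C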
# TNF necrop inh: inhibitors of TNF-alpha triggered necroptosis, primary screen, cell-based, Jurkat FADD-/-, single concentration; 220,000 compounds, 0.068% hits; activation (protection from cell death), % at 10 µM; Jurkat FADD-/- TNF necroptosis rescue, ATP luminescence, 24 h; 0 = TNF only, 100 = no-TNF cells;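 active means activation, meaning protection from cell death, of at least 50% relative to plate controls; inactive means activation below 50%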;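 further: necroptosis triggered by 40 ng/mL TNF-alpha added together with compound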
# CHOP inh: inhibitors of CHOP promoter induction, primary screen, cell-based, unfolded protein response, luciferase reporter. CHO-K1 CHOP-promoter luciferase, tunicamycin-induced, 15-18 h. inhibition, % at 10 µM. 220,000 compounds, 3.8% hits. AID 2732, 2010;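 active means compounds that reduced the stress-induced luciferase reporter signal by more than about 70% of percent inhibition, limit read from the data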;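 further: 0% = tunicamycin plus vehicle and 100% = wells without tunicamycin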
# Starred values were filed as active, the others as inactive; i = inactive; / = not tested or not shown.
(1) COc1cc(-c2nc3n(n2)C(c2ccc(F)cc2)C2=C(CCCC2=O)N3)cc(OC)c1OC (centres undefined)
(2) CCN(CC)c1ccc(C(=O)OCC(=O)N(C(C)C)C(C)C)cc1
(3) CC(=O)c1cccc(NC(=O)c2ccc(Br)o2)c1
(4) Cc1cc2cc(CNC(=O)c3ccc(S(=O)(=O)N4CCCC4)cc3)ccc2n1C
(5) Clc1cccc(Cl)c1Cn1nnc(N2CCCC2)n1
(6) CC(C)NCc1c(O)c(Br)cc2oc3c(c12)CCCC3
(7) CC(C)=CCCC1=CCC2C(=O)NNC(=O)C2C1 (centres undefined)
(8) Cc1ccc(S(=O)(=O)N2CCOCC2)cc1C(=O)N1CCOCC1
compound no.	1	2	3	4	5	6	7	8
Runt-SMMHC FRET	0	-1	2	-22	3	-54	54	4
TRPML3 agonist	-0.1	-0.7	0.0	0.9	-1.1	-0.4	0.4	0.8
PPC-1+TRAIL kill	-25	18	21	-4	-2	-2	-13	-17
p47phox inh	-4	6	2	-17	-5	9	-2	-9
EBV gp42 inh	-20	-9	-4	-5	-4	-11	-3	-14
TRPN1 ag	1.6	-1.3	1.5	0.4	-0.5	-0.2	0.3	0.1
MDM2 E3 inh	-7	-13	-19	0	-7	-7	-12	-6
TNF necrop inh	-2.4	3.4	-0.2	-1.9	8.1	-0.1	-2.3	1.6
CHOP inh	16	16	32	36	-12	35	23	16

(9) CCOC(=O)c1c(CN2CCCCC2)oc2ccc(O)cc12
(10) N/C(=N\OC(=O)C(c1ccccc1)c1ccccc1)c1cccnc1
(11) CN1CCN(S(=O)(=O)c2ccc(NC(=O)C3CCCO3)cc2)CC1 (centres undefined)
(12) CCn1ncc(Br)c1C(=O)Nc1cc([N+](=O)[O-])ccc1C
(13) CC(=O)NS(=O)(=O)c1cccnc1Nc1ccc(Cl)c(Cl)c1
(14) O=S(=O)(/N=C(/c1ccccc1)N1CCCCC1)c1ccccc1
(15) CCCCCCCCc1c(O)nc(-n2[nH]c(C)c(CCO)c2=O)[nH]c1=O
(16) Nc1nc(CSc2ccccc2)nc(N2CCCCC2)n1
compound no.	9	10	11	12	13	14	15	16
Runt-SMMHC FRET	-1	2	-3	2	-6	-3	-2	-2
TRPML3 agonist	0.6	-1.3	0.5	-1.6	1.2	0.7	0.9	0.0
PPC-1+TRAIL kill	11	9	-9	-1	10	9	-2	-2
p47phox inh	-5	-10	-16	3	-8	-13	-5	-3
EBV gp42 inh	-17	22	-1	-6	-1	1	-22	-8
TRPN1 ag	1.2	-2.0	-0.4	-1.7	0.1	-0.2	0.1	-1.3
MDM2 E3 inh	6	-5	2	-15	-3	-2	-6	4
TNF necrop inh	-3.5	-6.4	1.1	-1.7	-0.5	0.8	0.2	0.1
CHOP inh	29	40	35	2	16	8	5	18

(17) COc1cc(/C=N/NC(=O)CSc2n[nH]c(=O)[nH]c2=O)cc(OC)c1O
(18) CCOc1cc2[nH]c(=S)n(CCN3CCC(C)CC3)c(=O)c2cc1OCC
(19) Cc1cccc(-n2c(SCc3cc(=O)n4ccsc4n3)nc3ccccc32)c1
(20) c1nc(NCC2(N3CCOCC3)CCCCC2)c2ccsc2n1
(21) Cc1ccc(S(=O)(=O)NCCc2nnc3ccc(NCCCOC(C)C)nn23)cc1
(22) CC(=O)Nc1cccc(-n2nnc(SCC(=O)Nc3ccc(F)c(Cl)c3)n2)c1
(23) COc1cc(C(=O)NCC(=O)OCc2cc(=O)oc3c(C)c(C)ccc23)cc(OC)c1OC
(24) CCC(C)NC(=O)N1c2ccccc2Sc2ccccc21 (centres undefined)
compound no.	17	18	19	20	21	22	23	24
Runt-SMMHC FRET	14	1	-5	3	-2	-1	-2	3
TRPML3 agonist	0.2	0.1	-0.9	0.6	0.7	1.0	0.6	-0.8
PPC-1+TRAIL kill	10	5	-3	-6	6	7	0	5
p47phox inh	-9	1	-51	0	1	-9	-14	0
EBV gp42 inh	-3	-5	78*	-7	7	-9	-8	-7
TRPN1 ag	0.4	-0.3	-1.5	-0.8	0.7	2.7	0.4	-2.4
MDM2 E3 inh	0	-15	-16	-10	-14	1	-7	-2
TNF necrop inh	-0.6	-1.0	-1.5	0.2	-0.2	1.6	-0.6	0.5
CHOP inh	-28	52	44	41	-14	-6	24	-5

(25) CC(=O)C1=C(c2ccccc2)OC(N)=C(C#N)C1c1ccccc1C (centres undefined)
(26) COCCCn1c(SCC(=O)Nc2ccccc2)nnc1-c1ccncc1
(27) Oc1ccc(/C=N/NC(=S)NCc2ccco2)cc1
(28) CCC(=NC(CC)CO)C1=C(O)CC(C)(C)CC1=O (centres undefined)
(29) CCN(CC)c1ccc(/C=N/Nc2nc3ccccc3[nH]2)cc1
(30) C/C(=N/NC(=O)C(C)n1nc(C)c([N+](=O)[O-])c1C)c1ccc(OCC(N)=O)cc1 (centres undefined)
(31) COc1ccc(N(C(=O)Cn2nnc3ccccc32)C(C(=O)NCc2ccco2)c2ccc(C)o2)cc1 (centres undefined)
(32) O=C(O)CC(NC(=O)C(c1ccccc1)c1ccccc1)c1cccc([N+](=O)[O-])c1 (centres undefined)
compound no.	25	26	27	28	29	30	31	32
Runt-SMMHC FRET	2	6	-2	-2	6	1	3	1
TRPML3 agonist	0.5	-0.1	-0.3	0.6	-0.7	0.5	0.2	0.9
PPC-1+TRAIL kill	4	7	11	3	12	13	-2	7
p47phox inh	0	12	-8	2	2	-7	-7	0
EBV gp42 inh	-7	0	-6	-22	-7	-9	-4	-8
TRPN1 ag	1.3	0.7	-0.3	0.6	-1.5	0.6	-0.1	0.3
MDM2 E3 inh	-26	/	3	-4	1	-7	-13	-12
TNF necrop inh	1.6	-1.3	-2.0	-0.8	7.5	-1.1	-4.8	1.1
CHOP inh	4	-13	2	-11	i	42	41	12

(33) COc1ccccc1NC(=O)c1ccc(SCC(=O)NCc2ccccc2Cl)c([N+](=O)[O-])c1
(34) CCn1cc(C2=NOC(C(=O)Nc3ccc4c(c3)OCO4)C2)c(C)n1 (centres undefined)
(35) COc1ccc(N(C)C(=O)c2cc3c(Cl)nc4ccccc4c3s2)cc1
(36) CCNC(=O)COC(=O)c1cccc(Br)c1
(37) CCN(CC)C(=O)CSc1nc2ccccc2c(=O)n1-c1ccccc1OC
(38) CCCCC(=O)Nc1sc2c(c1C(N)=O)CCC2
(39) CNC(=S)N1CCc2cc(OC)c(OC)cc2C1COc1ccc(F)cc1 (centres undefined)
(40) O=c1cc(N2CCCCC2)c(-c2ccccc2)nn1Cc1ccccc1Cl
compound no.	33	34	35	36	37	38	39	40
Runt-SMMHC FRET	-4	-4	-2	-4	3	-100	1	-1
TRPML3 agonist	0.6	1.2	0.4	-0.1	-0.2	-0.2	1.3	7.7
PPC-1+TRAIL kill	15	14	17	-16	10	22	-7	4
p47phox inh	-9	-6	-25	5	-12	-1	0	-19
EBV gp42 inh	-5	0	1	-13	-9	-17	-1	1
TRPN1 ag	0.6	2.2	-1.0	2.3	-0.8	-1.9	0.8	-1.0
MDM2 E3 inh	/	4	-14	/	4	-20	10	13
TNF necrop inh	4.2	-2.0	0.0	2.2	-3.6	2.2	-1.6	-6.0
CHOP inh	54	-2	8	-12	23	8	-1	90*

# The last 3 records of the section before are carried over, then new ones follow:
(38) CCCCC(=O)Nc1sc2c(c1C(N)=O)CCC2
(39) CNC(=S)N1CCc2cc(OC)c(OC)cc2C1COc1ccc(F)cc1 (centres undefined)
(40) O=c1cc(N2CCCCC2)c(-c2ccccc2)nn1Cc1ccccc1Cl
(41) O=C(Nc1ncc(Cc2cccc(C(F)(F)F)c2)s1)c1ccc(-c2cccc([N+](=O)[O-])c2)o1
(42) O=C(Nc1ccccc1N1CCN(c2ccc(F)cc2)CC1)C1CCCCC1
(43) O=C1/C(=C/c2ccccc2O)SC(=S)N1Cc1cccnc1
(44) Cc1cc(COc2ccccc2OCc2cc(C)no2)on1
(45) O=C(NCCN1CCOCC1)c1cccc(Cl)c1
(46) COc1ccc(OC)c(NC(=O)CSc2nnc(CNc3ccc(F)cc3)o2)c1
(47) CCn1c2ccccc2c2cc(CN3CCN(Cc4cc(OC)ccc4O)CC3)ccc21
(48) O=C(Nc1ccc(N2CCN(C(=O)c3ccco3)CC2)cc1)c1cccc(F)c1
compound no.	38	39	40	41	42	43	44	45	46	47	48
Runt-SMMHC FRET	-100	1	-1	5	6	-15	-6	-4	0	2	0
TRPML3 agonist	-0.2	1.3	7.7	0.5	0.6	0.3	-0.5	0.8	-0.1	0.2	0.0
PPC-1+TRAIL kill	22	-7	4	-8	1	-2	9	-11	9	13	13
p47phox inh	-1	0	-19	-24	-3	-12	-23	-1	3	3	-6
EBV gp42 inh	-17	-1	1	-10	-7	-20	-25	-12	-16	5	-14
TRPN1 ag	-1.9	0.8	-1.0	0.7	-0.3	2.0	0.4	-0.1	0.4	0.3	1.4
MDM2 E3 inh	-20	10	13	-12	-29	-15	-6	7	-8	-10	4
TNF necrop inh	2.2	-1.6	-6.0	1.0	1.1	-6.8	-1.1	0.5	-1.1	1.6	-2.0
CHOP inh	8	-1	90*	38	21	6	-5	24	-9	51	54

(49) CCCCN1C(=O)CC(C(=O)OCC)=C1C
(50) Cc1ccc(NS(=O)(=O)c2cc(C(N)=O)ccc2C)cc1
(51) CC1CCC(NC(=O)c2cc3c(=O)n(C)c4ccccc4c3n2C)CC1 (centres undefined)
(52) CCCCNC(=O)Nc1ccccc1Br
(53) CCNC(=O)CN(c1ccc(C)cc1)S(=O)(=O)c1ccc(SC)cc1
(54) Cc1nc(-c2ccc(Cl)cc2)sc1C1(C)CC(c2cccnc2)=NO1 (centres undefined)
(55) CCOC(=O)N/N=C(\C)c1ccc(Br)cc1
compound no.	49	50	51	52	53	54	55
Runt-SMMHC FRET	-7	-2	-7	0	9	1	0
TRPML3 agonist	-0.1	0.5	0.3	0.2	-0.7	/	0.4
PPC-1+TRAIL kill	6	5	15	16	-13	-19	-1
p47phox inh	3	-10	-9	-9	-8	3	-7
EBV gp42 inh	-9	-15	0	8	-23	1	-7
TRPN1 ag	-1.1	-0.6	1.4	0.6	0.3	/	-1.2
MDM2 E3 inh	/	-10	-4	14	-19	1	-7
TNF necrop inh	0.5	-1.1	-1.5	7.5	-1.1	1.9	-1.0
CHOP inh	-4	-17	29	3	41	-23	31
